STK33 inh = inhibitors of human STK33 kinase | 320,000 tested, 0.073% active | purified STK33, MBP phosphorylation, ADP-Glo luminescence | AID 2661 | inhibition, % at 10 µM;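 active = inhibition at or above 25%, using the most active replicate where run in duplicate; inactive = inhibition below 25%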
KCNQ2 inh = KCNQ2 potassium channel inhibitors, primary screen, cell-based, CHO-K1, FluxOR thallium flux, B-score (AID 2156); B-score at 10 µM; O88943; 20 min; active compounds read low; 310,000 tested, 1.1% active;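 active = fluorescence ratio B-score at most minus 3 library SDs, with starting brightness B-score within 2 library SDs, cut at about -5.5 in these data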
Target sequence (O88943 whole entry, looked up): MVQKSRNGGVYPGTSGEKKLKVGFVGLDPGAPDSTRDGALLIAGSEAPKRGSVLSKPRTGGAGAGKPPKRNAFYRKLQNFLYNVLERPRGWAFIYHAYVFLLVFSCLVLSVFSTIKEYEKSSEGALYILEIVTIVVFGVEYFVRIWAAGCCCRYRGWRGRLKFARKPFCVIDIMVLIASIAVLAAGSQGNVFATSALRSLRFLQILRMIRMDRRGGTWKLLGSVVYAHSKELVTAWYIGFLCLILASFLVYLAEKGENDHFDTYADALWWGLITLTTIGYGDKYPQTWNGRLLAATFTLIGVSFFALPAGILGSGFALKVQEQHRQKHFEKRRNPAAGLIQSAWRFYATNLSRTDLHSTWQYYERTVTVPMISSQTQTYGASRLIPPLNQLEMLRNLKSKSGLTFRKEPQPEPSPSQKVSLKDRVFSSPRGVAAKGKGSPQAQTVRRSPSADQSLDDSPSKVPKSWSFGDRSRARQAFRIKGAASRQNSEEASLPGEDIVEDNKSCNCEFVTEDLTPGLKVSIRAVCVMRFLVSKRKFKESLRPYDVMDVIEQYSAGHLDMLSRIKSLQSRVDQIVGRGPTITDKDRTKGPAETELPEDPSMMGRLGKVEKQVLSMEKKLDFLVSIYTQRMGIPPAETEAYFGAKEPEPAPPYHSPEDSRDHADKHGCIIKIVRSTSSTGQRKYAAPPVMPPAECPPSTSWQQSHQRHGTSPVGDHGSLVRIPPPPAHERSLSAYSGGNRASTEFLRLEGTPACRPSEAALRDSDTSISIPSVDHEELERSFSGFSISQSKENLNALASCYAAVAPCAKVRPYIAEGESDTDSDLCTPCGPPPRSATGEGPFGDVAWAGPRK
Kir21 inh = blocks the mouse Kir2.1 inward-rectifier potassium channel; HEK293-Kir2.1, FluxOR thallium flux fluorescence; active compounds read low; B-score at 10 µM; 310,000 tested, 0.85% active; AID 1672; P35561;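 active = fluorescence ratio B-score at or below minus 3 SD of library scores, with starting-brightness B-score within 2 SD, cut at about -4.2 in these data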;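 note: channel flux triggered by added potassium and thallium sulfate stimulus; B-score of peak minus minimum fluorescence over baseline after thallium stimulus; more negative B-score means stronger Kir2.1 block with less thallium influx; some compounds called inactive have numbers as strong as hits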
The depositor's hits bear a star; i = inactive; nt = no result given.

SMILES | STK33 inh | KCNQ2 inh | Kir21 inh
CC1(NC(=O)c2cccc(S(=O)(=O)N3CCN(c4ccc(F)cc4)CC3)c2)CCS(=O)(=O)C1 (stereo not given) | -0.3 | i | 0.27
COc1ccc(/C=C/C(=O)NC(=S)NN2CCCCC2c2cccnc2)cc1 (stereo not given) | 1.1 | i | -1.13
N#Cc1ccc(CSc2nc(N)cc(N)n2)cc1 | -0.2 | i | -0.64
Cc1cc(N2CCN(c3cccc(C(F)(F)F)c3)CC2)n2ncnc2n1 | 0.2 | i | 1.43
COc1ccc(C(C(=O)NC2CCCCC2)N(Cc2cccs2)C(=O)Cc2c[nH]c3ccccc23)cc1 (stereo not given) | -0.2 | i | 1.35
COc1ccc2c(c1O)-c1ccccc1CCN(C)C2 | -0.1 | i | -0.89
O=C(NCC1CCCO1)c1ccc(Cl)c(S(=O)(=O)N2CCCCC2)c1 (stereo not given) | -0.5 | i | 1.51
O=C(NCc1ccccc1)C1=C[C@H](c2coc3ccccc3c2=O)C[C@H](OCc2ccc(CO)cc2)O1 | -1.5 | i | 1.05
CC(=O)Nc1ccc(C(=O)OCC(=O)c2ccc(C)c([N+](=O)[O-])c2)cc1 | 1.8 | i | -1.2
CN(CCC#N)C(=O)Cn1nc(Cc2ccncc2)c2ccccc2c1=O | -0.7 | i | 2.18
CCOc1cc(C(=S)N2CCOCC2)ccc1O | 0.2 | i | 2.22
COc1cccc(CN2CCC(C(=O)N3CCN(Cc4ccc5c(c4)OCO5)CC3)CC2)c1 | -0.5 | i | 0.07
CC(=O)OCc1c(COC(C)=O)[n+](=O)c2ccccc2n1[O-] | -0.7 | i | 0.35
CCOC(=O)N1CCN(C(=O)C2CCN(S(=O)(=O)c3ccc(F)cc3)CC2)CC1 | -1.2 | i | 0.65
COc1ccc(/C=C(\NC(=O)c2ccccc2)C(=O)NCc2cccnc2)cc1 | -1.0 | i | 0.63

Pulled by structure from the list above:
SMILES | STK33 inh | KCNQ2 inh | Kir21 inh
CC(=O)OCc1c(COC(C)=O)[n+](=O)c2ccccc2n1[O-] | -0.7 | i | 0.35
COc1ccc(/C=C(\NC(=O)c2ccccc2)C(=O)NCc2cccnc2)cc1 | -1.0 | i | 0.63
N#Cc1ccc(CSc2nc(N)cc(N)n2)cc1 | -0.2 | i | -0.64
CCOc1cc(C(=S)N2CCOCC2)ccc1O | 0.2 | i | 2.22
COc1ccc2c(c1O)-c1ccccc1CCN(C)C2 | -0.1 | i | -0.89

New compounds follow
SMILES | STK33 inh | KCNQ2 inh | Kir21 inh
O=C(NC1CCCCC1)C(c1ccc2ncccc2c1)N(Cc1cccs1)C(=O)c1cccs1 (stereo not given) | -1.0 | i | -0.75
COC(=O)Nc1sc2c(c1C(=O)NCc1ccco1)CCC2 | -1.2 | i | 0.31
CCOC(=O)Cc1csc(NC(=O)c2cc(OC)cc(OC)c2)n1 | 0.0 | i | -0.62
CC(OC(=O)c1ccc2noc(-c3ccccc3)c2c1)C(N)=O (stereo not given) | 11.2 | i | 0.5
O=C(CCCCCN1C(=O)c2cccc3cccc(c23)C1=O)NCCCO | -0.1 | i | -0.26
COC(=O)CN(C#N)c1nc(NCc2ccccc2)nc(OC)n1 | -1.0 | i | 0.16
COc1ccc(-c2csc(NC(C)c3nc4cc(Cl)c(Cl)cc4n3CCCO)n2)cc1 (stereo not given) | -1.4 | i | -0.16
O=C(CSc1nncn1-c1ccccc1)Nc1ccc(N2CCOCC2)cc1 | 0.4 | i | 0.39
Cc1ccc(COCCN2CCN(S(=O)(=O)c3ccc(C)cc3)CCC2=O)cc1 | 0.0 | i | 0.07
Cc1nc(C)c(C(=O)Nc2cccc(Cl)c2)o1 | 0.5 | i | -0.52
CC(C)(C)OC(=O)N/N=C\c1cccnc1 | -1.2 | i | -0.72
NS(=O)(=O)c1ccc(CCNC(=O)CCCNC(=O)c2ccc(Cl)cc2)cc1 | -1.9 | i | 1
COc1ccc(/C=N/NC(=S)Nc2ccccc2)cc1COc1cccc(C)c1C | -2.0 | i | -0.06
COc1ccc(-c2nn(-c3ccccc3)cc2C(=O)NC2CCC(C)CC2)cc1 (stereo not given) | -0.1 | i | 1.77
CCOC(=O)Cn1nc(-c2ccc(F)cc2)oc1=O | -2.3 | i | 0.87

Taken from above:
NS(=O)(=O)c1ccc(CCNC(=O)CCCNC(=O)c2ccc(Cl)cc2)cc1 in Kir21 inh = 1
COc1ccc(-c2nn(-c3ccccc3)cc2C(=O)NC2CCC(C)CC2)cc1 (stereo not given) in STK33 inh = -0.1
COC(=O)Nc1sc2c(c1C(=O)NCc1ccco1)CCC2 in STK33 inh = -1.2
Cc1ccc(COCCN2CCN(S(=O)(=O)c3ccc(C)cc3)CCC2=O)cc1 in Kir21 inh = 0.07
COc1ccc(-c2csc(NC(C)c3nc4cc(Cl)c(Cl)cc4n3CCCO)n2)cc1 (stereo not given) in Kir21 inh = -0.16
O=C(CCCCCN1C(=O)c2cccc3cccc(c23)C1=O)NCCCO in STK33 inh = -0.1

Additional compounds
SMILES | STK33 inh | KCNQ2 inh | Kir21 inh
CC(=O)O/N=C/c1c(N2CCOCC2)n(C)c2ccccc12 | -0.7 | i | -0.02
O=CNCCCc1nc2ccccc2n1CCc1ccccc1 | -0.7 | i | -0.71
CCN(CC)c1ccc(/C=N/NC(=S)NCc2ccccc2)cc1 | -1.9 | i | -0.01
CC(=O)Oc1ccc2c(=O)c(-c3ccccc3)coc2c1 | 2.5 | i | 0.28
CC(C)Cn1c(-c2cc([N+](=O)[O-])ccc2Cl)nc2c1c(=O)[nH]c(=O)n2Cc1ccccc1 | -1.1 | i | 1.7
CCN(Cc1ccncc1)C(=O)c1cc(COc2ccc(C)c(C)c2)on1 | -1.0 | i | -1.55
CC(C)C[C@@H](CO)N1CCN(Cc2ccc([N+](=O)[O-])cc2)CCC1=O | -1.3 | i | -0.23
CC1Cc2cc(-c3csc(NC(=O)Cc4cccs4)n3)ccc2N1S(C)(=O)=O (stereo not given) | -1.6 | i | -0.23
COCCNc1nc2c(c(=O)n(Cc3ccccc3F)c(=O)n2C)n1C | 1.6 | i | 1.06
C=CCOc1nc2c(c(=O)n(C)c(=O)n2C)n1Cc1ccc(Cl)cc1 | -1.2 | i | -3.11
O=C(Nc1nccs1)C(c1ccccc1)N1CCCCC1 (stereo not given) | 0.1 | i | 3.04
CC(CC(=O)O)CC(=O)Nc1ccccc1C(=O)O (stereo not given) | 2.2 | i | 1.24
COCCCn1c(SCC(=O)n2c(C)c(C)c3ccccc32)nnc1-c1ccoc1C | 1.2 | i | -3.1
c1ccc(Nc2cc(Nc3ccccc3)[nH]n2)cc1 | -0.5 | i | 0.6
N#Cc1nc(-c2cccs2)oc1N1CCN(Cc2ccccc2)CC1 | -1.7 | i | 0.66
CN1CCCC1CCNc1ccc2oc3ccccc3c(=O)c2c1 (stereo not given) | 39.2* | i | -2.79
Cc1nc(NC(=O)CSc2nnc(-c3ccncc3)n2C)sc1C | -0.6 | i | 1.43
CCCC(=O)C1=C(O)C(c2cccc(Oc3ccccc3)c2)CCC1=O (stereo not given) | -1.2 | i | 1.25
COc1ccccc1-c1nnc(Sc2nc([N+](=O)[O-])nn2C)o1 | -1.3 | i | -0.75
CCCCNC(=O)c1ccc2c(c1)C(=O)N(Cc1ccncc1)C2=O | 0.2 | i | 2.13
COc1cccc(/C=N/N2C(=O)CSC2=S)c1O | -1.3 | i | 0.43
Cc1c2n(c3ccccc13)CCN(C)C2 | -0.1 | i | -0.6
CCOC(=O)c1c(NC(=O)c2cc(C)oc2C)sc(C(=O)Nc2ccc(Cl)cc2)c1C | 0.9 | i | 0.18
COC(=O)c1ccccc1NC(=O)COC(=O)CO/N=C(\C)c1ccc2c(c1)OCO2 | -1.5 | i | -0.03
COc1ccc(C2=NS(=O)(=O)N(C)C(C(=O)N3CCCCC3C)=C2)cc1 (stereo not given) | 1.4 | i | 1.03
Cn1cnnc1SCc1ccccc1 | -0.1 | i | -0.05
Cc1cc(C)c2[nH]c(=O)c(CN(Cc3ccccc3)C(=S)NCCCN(C)C)cc2c1 | -1.7 | i | -1.99
COC(=O)c1ccc(N/C(C)=C/C(=O)c2ccc(C)o2)cc1 | -1.2 | i | -2.18
CCc1noc(C)c1C(=O)N1CCCC(CCC(=O)NCc2ccc(F)c(F)c2)C1 (stereo not given) | -3.0 | i | -1.51
CC(=O)Cn1ncc(N(C)Cc2ccccc2)c(Cl)c1=O | -2.8 | i | -0.65
O=C(COc1ccc(Cl)cc1)NCCNc1ccc([N+](=O)[O-])cc1 | 0.1 | i | 1.17
COC(=O)c1c(NC(=O)CN2CCN(c3ncccn3)CC2)sc(C(N)=O)c1C | -0.8 | i | -1.55
COc1ccccc1NC(=O)Cc1nnc(SCC(=O)Nc2ccc(F)cc2F)n1C | -1.0 | i | 0.23
O=C(O)Cn1c(=O)cnc2ccccc21 | -2.6 | i | -0.02
CCN1C(Nc2ccccc2)=NC[C@@H]1Cc1ccccc1 | -0.6 | i | -0.87
Cc1[nH]c2ccccc2c1/C=N/n1cnnc1 | 0.3 | i | 1.16
COc1cc2c(cc1NC(=O)c1ccco1)CCCC2 | 9.0 | i | -1.32
COc1cc(Cl)ccc1OCc1cc(C(=O)NCc2cc(C(C)C)no2)no1 | -0.1 | i | 0.34
O=C(CN1C(=O)NC2(CCCCC2)C1=O)NCC(=O)Nc1ccc(F)c(F)c1 | -0.8 | i | -0.1
O=C(NCC1CCCO1)c1cc2c([nH]c3ccccc32)c(-c2ccc(F)cc2)n1 (stereo not given) | 0.9 | -8.97* | 0.34
CCOc1ccc(C(=O)N2CCc3ccccc32)cc1OCC | -1.4 | i | 0.51
O=C(COc1ccc2ccccc2c1)Nc1ccc(S(=O)(=O)N2CCCCCC2)cc1 | 0.2 | i | 0.25
Cc1ccc(C(=O)Nc2cccc(Oc3ccccc3)c2)o1 | -1.0 | i | -0.13
O=C1CCC(C(=O)N2CCSCC2)CN1CCc1cccc(F)c1 (stereo not given) | -1.8 | i | -1.15
Cc1cccc(NC(=O)c2ccc(OC3CSC3)cc2)c1 | -1.3 | i | 0.38
O=C(c1cnn2c(C(F)(F)F)cc(-c3ccc(F)cc3)nc12)N1CCc2ccccc2C1 | 0.0 | -6.27* | 0.48
COc1ccc(-c2csc3ncnc(N4CCN(S(=O)(=O)c5ccccc5C#N)CC4)c23)cc1 | -1.8 | i | -0.12
Cc1cc(C)n(-c2nc(NCCCN(C)C)c3c4c(sc3n2)COC(C)(C)C4)n1 | -2.7 | i | -0.32
O=C(Oc1c(CN2CCOCC2)cc(Cl)c2cccnc12)c1cccs1 | -0.5 | i | -0.34
Cc1cccc(NC(=O)CS(=O)(=O)c2cn(C)c3ccccc23)c1C | -2.1 | i | -0.78
O=C(OCc1ccccn1)c1ccc(COc2ccc3ccccc3c2)o1 | -2.6 | i | 0.05
Cn1c(C(O)C(O)c2ccccc2)nc2ccccc21 (stereo not given) | 0.1 | i | -1.6
CCCCOc1ccc(CSc2nc(C)[nH]c2[N+](=O)[O-])cc1[N+](=O)[O-] | 0.5 | i | -0.62
O=C(CC(NC(=O)c1ccccc1)c1ccccc1)Nc1cccc2ccccc12 (stereo not given) | -1.1 | i | 1.39
Cc1ccc(OCC(=O)N(C)CC(=O)N(CC(C)C)c2c(N)n(CC(C)C)c(=O)[nH]c2=O)c(C)c1 | nt | i | 0.49
C=CC[N+](C)(C)CC(=O)OCc1ccccc1 | -0.6 | i | 0.39
O=C1c2ccccc2OCOc2ccccc21 | -2.9 | i | 0.62
O=[N+]([O-])c1ccc2nc(-c3ccccc3[N+](=O)[O-])[nH]c2c1 | -0.5 | i | -0.72
COC(=O)c1ccc(NC(=S)Nc2ccc3ccccc3c2)cc1 | 0.3 | i | -1.73
CN(C)c1ccc(C(=S)N2CCCCC2)cc1Br | -2.2 | i | 0.27

Structures above that have a CF3 group (2):
SMILES | STK33 inh | KCNQ2 inh | Kir21 inh
Cc1cc(N2CCN(c3cccc(C(F)(F)F)c3)CC2)n2ncnc2n1 | 0.2 | i | 1.43
O=C(c1cnn2c(C(F)(F)F)cc(-c3ccc(F)cc3)nc12)N1CCc2ccccc2C1 | 0.0 | -6.27* | 0.48

Going on with the list:
SMILES | STK33 inh | KCNQ2 inh | Kir21 inh
N#Cc1ccc(Oc2nc(C#N)cc(-c3ccccc3)n2)cc1 | -0.9 | i | 0.05
O=C1OCC(CO)(CO)N=C1NNc1ccccc1Cl | -0.9 | i | 1.53
O=C(NCc1ccc2c(c1)OCO2)C1CCN(S(=O)(=O)c2cccc3nsnc23)CC1 | -1.4 | i | 0.8
COCCN(C(=O)c1ccc2ccccc2c1)c1c(N)n(Cc2ccccc2)c(=O)[nH]c1=O | -0.4 | i | -0.03
O=S(=O)(c1ccc(C2=CSC3=NCCN23)cc1)N1CCOCC1 | -1.2 | i | -0.78
NC(=NCc1ccccc1)c1cccc([N+](=O)[O-])c1 | -1.1 | i | 1.24
O=C(O[C@H]1[C@H](Oc2ccccc2COC(=O)C2(O)C=CCCC2=O)O[C@H](CO)[C@@H](O)[C@@H]1O)c1ccccc1 (stereo not given in full) | -0.6 | i | 0.01
Cc1[nH]c(=O)[nH]c(=O)c1S(=O)(=O)Nc1ccc(F)cc1F | -0.1 | i | 0.98
NC(=O)COC(=O)c1cccc(S(=O)(=O)N2CCN(c3ccc(F)cc3)CC2)c1 | -0.7 | i | -0.36
COc1ccccc1C(=O)NCCC(=O)NCc1cccs1 | -2.0 | i | 0.06
Cc1cc(NC(=O)Nc2ccccc2)n(C(C)(C)C)n1 | -2.0 | i | -3.18
Cc1cccnc1NC(=O)c1ccc2c(c1)OCO2 | 0.3 | i | 0
COCCn1c(SCC(=O)N2CC(C)OC(C)C2)nc2c([nH]c3ccccc32)c1=O (stereo not given) | 4.5 | i | 0.24

Screening results: PubChem BioAssay, several laboratories
